OX1R antag-1: blocks the human orexin 1 receptor | O43613 | OX1R-expressing cells, FRET antagonist read-out | AID 485270 | inhibition, % at 6.6 µM | actives 1.8% (n = 330,000); in the data active means inhibition mostly above about 38%, no sharp cut-off; inactive means mostly below about 40%;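 further: 0% = agonist challenge alone and 100% = reference antagonist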
Target sequence (O43613 whole entry, looked up): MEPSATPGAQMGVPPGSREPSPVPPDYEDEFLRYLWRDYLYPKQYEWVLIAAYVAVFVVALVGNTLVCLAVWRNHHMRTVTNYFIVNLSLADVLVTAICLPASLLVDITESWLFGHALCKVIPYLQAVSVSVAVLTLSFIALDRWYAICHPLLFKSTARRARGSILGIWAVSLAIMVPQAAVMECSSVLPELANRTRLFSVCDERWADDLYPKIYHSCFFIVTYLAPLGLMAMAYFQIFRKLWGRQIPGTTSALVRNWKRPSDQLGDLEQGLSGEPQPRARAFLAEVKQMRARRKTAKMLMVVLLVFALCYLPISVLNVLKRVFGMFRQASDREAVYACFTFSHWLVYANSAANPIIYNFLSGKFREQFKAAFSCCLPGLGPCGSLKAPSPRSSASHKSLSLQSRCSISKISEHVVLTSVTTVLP
OX1R antag-2: blocks the human orexin 1 receptor; CHO/OX1R cells, Fluo-8 calcium fluorescence, orexin A; inhibition, % at 5 µM; AID 434989; O43613; actives 0.43% (n = 330,000);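 active means inhibition above its plate's threshold, mean inhibition of all tested compounds on the plate plus 3 SD, cut at about 37% in these data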;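 further: 0% = orexin A challenge wells and 100% = SB-334867-A antagonist wells; not every result past the cut was called active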
Starred values were filed as active, the others as inactive.

Start of the data: the first four entries as a preview:
SMILES | OX1R antag-2 | OX1R antag-1
COc1ccc(C(=O)N2CCOC2CNC(=O)C(=O)NCc2ccc(F)cc2)cc1 (configuration not stated) | -5 | 1
C=CCn1c(COc2ccc3c(c2)CCCC3)nnc1SCC(=O)Nc1cccc(SC)c1 | -9 | 13
C/C(CCc1ccc2c(c1)OCO2)=N\N=C1\NC(=O)CC(C(=O)Nc2ccccc2)S1 (configuration not stated) | -7 | 14
CCOc1ccc(OCC)c(S(=O)(=O)n2cc(C)nc2CC)c1 | -11 | 13

Results (from the top)
SMILES | OX1R antag-2 | OX1R antag-1
COc1ccc(C(=O)N2CCOC2CNC(=O)C(=O)NCc2ccc(F)cc2)cc1 (configuration not stated) | -5 | 1
C=CCn1c(COc2ccc3c(c2)CCCC3)nnc1SCC(=O)Nc1cccc(SC)c1 | -9 | 13
C/C(CCc1ccc2c(c1)OCO2)=N\N=C1\NC(=O)CC(C(=O)Nc2ccccc2)S1 (configuration not stated) | -7 | 14
CCOc1ccc(OCC)c(S(=O)(=O)n2cc(C)nc2CC)c1 | -11 | 13
COc1ccc(C(=O)CSc2ncnc3nc[nH]c23)cc1 | -16 | -3
CCOC(=O)c1cc2c(nc1C)-c1cc(Cl)cc(Cl)c1OC2O (configuration not stated) | -10 | 12
O=c1c2cc(-c3ccccc3)sc2ncn1/N=C/c1ccco1 | -25 | 23
CCN1C(=O)C2C(c3cccc(F)c3)NC(C)(C(=O)OC)C2C1=O (configuration not stated) | -1 | 6
COC(=O)[C@@]12CCCCN1[C@H](c1ccc(-c3ccc(C(C)=O)cc3)c(OC)c1)[C@@H]1C(=O)N(C)C(=O)[C@@H]12 | 14 | 23
COc1ccc(-c2nc3c(c(SCC(=O)Nc4cccc(O)c4)n2)Cc2c(CO)cnc(C)c2O3)cc1 | -10 | 11
O=C(Nc1nc2ccccc2s1)c1ccccc1 | -20 | 10
CC(=O)Nc1ccc(S(=O)(=O)NCCC(=O)OCCN2C(=O)c3ccccc3C2=O)cc1 | -9 | 9

More records:
SMILES | OX1R antag-2 | OX1R antag-1
Cc1ccc(-c2nnc(Nc3ccc(CC(N)=O)cc3)c3ccccc23)cc1S(N)(=O)=O | -11 | 0
COC(=O)c1c(-c2cccnc2)csc1NC(=O)c1ccc2c(c1)OCO2 | -31 | 15
CCOc1cc(C(=S)N2CCC(O)CC2)ccc1OS(=O)(=O)c1ccc(Br)cc1 | 14 | 8
C=CCOc1ccc(/C=C/C(=O)OCC(=O)NC(C)c2ccc(F)cc2)cc1 (configuration not stated) | -16 | 12
CCC(=O)NCCc1cc2ccc(C)cc2[nH]c1=O | -3 | 13
CCCCC(CC)C(=O)NCc1ccc(F)cc1 (configuration not stated) | -12 | 18
CN1C(C(=O)Nc2ccccn2)=C(O)c2sc(Cl)cc2S1(=O)=O | -4 | 14
CCc1nccn1S(=O)(=O)c1cc(C)c(OC)cc1C | -5 | 12
Cn1c(NC(=O)c2ccc(F)cc2)c(-c2ccccn2)c(=O)c2ccccc21 | -22 | 3
CCOc1ccc(-c2[nH]nc3c2C(c2ccc(O)cc2)C(C#N)=C(N)O3)cc1 (configuration not stated) | -4 | 24
O=C(NCCOc1ccccc1)C1CCCN1C(=O)c1cccs1 (configuration not stated) | 3 | 1
Cc1cc(C(F)(F)F)nc(NCc2cccnc2)n1 | 1 | 2

Next structures:
SMILES | OX1R antag-2 | OX1R antag-1
O=C(COC(=O)C(O)c1ccccc1)c1ccc2c(c1)OCCO2 (configuration not stated) | -14 | 21
COc1ccccc1N(CC(=O)NCCN1CCOCC1)S(=O)(=O)c1ccccc1 | -2 | 16
O=C(Nc1ccc2c(c1)S(=O)(=O)N=C1CCCCCN12)c1ccccc1Cl | -15 | 11
O=C(CCCCn1c(=O)[nH]c2ccccc2c1=O)N1CCN(c2cccc(C(F)(F)F)c2)CC1 | 26 | 34
Cc1[nH]n(-c2ccccc2)c(=O)c1C=NC1CCCCC1 | -17 | 6
CN(C)C(=O)[C@H]1C[C@H]1[C@@H](O)[C@H](CO)NC(=O)[C@H](Cc1ccccc1)NC(=O)OC(C)(C)C | -18 | 35
Brc1ccccc1OCCCCCN1CCOCC1 | -9 | 15
O=C(CN1C(=O)c2ccccc2S1(=O)=O)c1ccc(F)c(F)c1 | -18 | 16
CC(=O)c1ccc(N2Cc3ccccc3/C2=N\C(=O)Nc2ccccc2)cc1 | -9 | 14
COc1cc(CN2C(=S)NC(C)(C)CC2(C)O)cc(OC)c1 (configuration not stated) | -17 | 9
COc1ccc(NCC(=O)N/N=C/c2c(C)nn(Cc3ccccc3)c2Cl)cc1 | -20 | 20
CCN(CC(=O)Nc1c(F)cccc1F)C(=O)c1ccc(S(=O)(=O)N2CCCC2)cc1 | -5 | 18

(listing goes on)
SMILES | OX1R antag-2 | OX1R antag-1
CSc1nc2nc3c(cc2c(=O)n1-c1ccc(C)cc1)COC(C)(C)C3 | -15 | 25
CCc1ccc(NC(=O)c2cnn3ccccc23)cc1 | -11 | 11
CC1(C)Cc2c(sc(NC(=O)c3ccc(Br)o3)c2C#N)CO1 | -32 | 17
COc1ccc(N2CCN(C(=O)c3cc(=O)c4cc(C)cc(C)c4o3)CC2)cc1 | -18 | -7
CC(NS(=O)(=O)CCNC(=O)c1ccccc1)c1ccccc1 (configuration not stated) | -10 | 20
Cc1cccc(/C=N/NC(=O)CC(=O)NCCc2ccccc2)c1 | -10 | 5
CCOc1ccccc1N1CCN(C(=O)CC(C)C)CC1 | -14 | 11
COc1cccc(C(=O)NN2CC(O)=C(c3nc4ccccc4n3C)C2=N)c1 | -9 | 13
COC(=O)[C@@H]1CCCN1C(=O)[C@@H](NC(=O)OC(C)(C)C)C(C)C | -10 | 18
COC(=O)C1CCN(c2nc3ccccc3nc2C(C#N)C(=O)OCC(C)C)CC1 (configuration not stated) | -28 | 5
Cc1ccc(CN2C(=O)C(C)Nc3ncnc(N4CCN(c5ccccn5)CC4)c32)cc1 (configuration not stated) | -23 | 21
COc1ccc(-c2ocnc2C(=O)N2CCN(C(=O)C(c3ccccc3)c3ccccc3)CC2)cc1 | -39 | 41

Other results.
SMILES | OX1R antag-2 | OX1R antag-1
Cc1nc2ccccc2nc(C)c1=NOCC(=O)N(c1ccccc1)C(C)C | -6 | 5
COC(=O)c1ccccc1S(=O)(=O)Nc1ccc2cn[nH]c2c1 | 0 | 28
Cc1ccccc1NC(=O)c1ccc(Cl)c(NC(=O)c2ccncc2)c1 | -17 | 0
CC1CC(C)CN(CCCNC(=O)CCC(=O)N2CC(C)Oc3ccccc32)C1 (configuration not stated) | -27 | 7
CC(=O)c1cc(C(=O)Nc2ccc3ccccc3c2)c(C)o1 | -20 | 18
CN1CCN(C(=O)c2ccc(COc3ccc(Cl)cc3Cl)cc2)CC1 | 4 | 3
CN1CCc2cccc3c2C1Cc1ccc(O)c(O)c1-3 (configuration not stated) | 2 | 23
CSc1nc2sc3c(c2c(=O)[nH]1)CC(C)(C)OC3 | -3 | -5
O=c1[nH]c(C(F)(F)F)nc2ccccc12 | -13 | 18
CCn1cc(/C=C/C(=O)Nc2ccc(C)cc2Br)cn1 | -10 | 6
CCC(=O)Nc1cc(C(C)(C)C)ccc1C(C)=O | -8 | 3
CCCN1CCN(CCCNC(=O)Cn2nc(C)n3c(cc4cc(F)ccc43)c2=O)CC1 | -24 | 18

Arranged by SMILES length (rising): part of the list above.
SMILES | OX1R antag-2 | OX1R antag-1
CN1CCc2cccc3c2C1Cc1ccc(O)c(O)c1-3 (configuration not stated) | 2 | 23
CSc1nc2sc3c(c2c(=O)[nH]1)CC(C)(C)OC3 | -3 | -5
CN1CCN(C(=O)c2ccc(COc3ccc(Cl)cc3Cl)cc2)CC1 | 4 | 3

(further entries)
SMILES | OX1R antag-2 | OX1R antag-1
C[C@]12c3[nH]c4ccc(Cl)cc4c3CCN1C(=O)[C@@H](CC(=O)NCC13CC4CC(CC(C4)C1)C3)C[C@@H]2C(=O)N1CCOCC1 | 1 | 5
O=C(Nc1ccc2c(c1)CCC2)c1cc(=O)[nH]c2ccccc12 | -2 | 11
O=S(=O)(c1cnc(Cl)c(Br)c1)N1CCN(c2ncccn2)CC1 | -8 | 11
COc1ccc(N(CC(=O)NC2CCCC2)C(=O)CS(=O)CC(=O)Nc2ccc3c(c2)OCO3)cc1 (configuration not stated) | -20 | 3
O=c1c2ccccc2c(/C=N/n2cnnc2)c(O)n1-c1ccccc1 | -2 | 36
CSc1ccc(S(=O)(=O)Nc2ccc(OCC(=O)N3CCOCC3)cc2)cc1 | -8 | 19
CC1(C)CC(=O)C/C(=N\NC(=O)C2CC23CCC3)C1 (configuration not stated) | -24 | -10
COC(=O)C1=C(C)Nc2c(c(=O)n(C)c(=O)n2C)C1c1cccc(O)c1 (configuration not stated) | -15 | 6
COc1ccccc1N1CCN(C(=O)c2cn(Cc3ccccc3)nc2-c2cccnc2)CC1 | -31 | -3
COc1ccnc(Oc2ccc(F)cc2)c1-c1ncn[nH]1 | 2 | 10
Cc1c(O)ccc(-c2n[nH]c(C(=O)O)c2-c2nc3ccccc3s2)c1O | -4 | 5
O=C(NCc1ccco1)c1cc2c(s1)CSC2 | -11 | 20

More structures follow:
SMILES | OX1R antag-2 | OX1R antag-1
COc1ccc(N(C(=O)COc2ccccc2OC)S(=O)(=O)c2ccc(C)cc2)cc1 | 10 | 40
Clc1ccc(-c2ccnc(Oc3ccc4ccccc4c3)n2)cc1 | -17 | 27
O=C(C1CCC(CNS(=O)(=O)c2cccs2)CC1)N1CCN(c2ccc(Cl)cc2)CC1 (configuration not stated) | -2 | 3
CCOc1ccc(NC(=O)N(CCC(C)C)C2CCN(C(C)=O)CC2)cc1 | 0 | 6
COc1ccc2c(c1OC)C(=O)N1N=C(c3ccc(Cl)cc3)CC21 (configuration not stated) | -12 | 31
CCOC(=O)C1CCN(S(=O)(=O)c2ccc(OCC(=O)OC)cc2)CC1 | 11 | 12
COc1ccc(CC(=O)OCC(=O)N2CCc3ccccc32)cc1OC | -23 | 1
Cc1ccc2nc(N(CCCN(C)C)C(=O)CS(=O)(=O)c3ccccc3)sc2c1 | -2 | 12
Cc1ccc(OCC(=O)N2CCN(C(=O)CCC3CCCC3)CC2)cc1 | -25 | 17
COC(=O)C1=C(C)N(Cc2ccccc2)C(=NCc2cc(OC)c(OC)c(OC)c2)N[C@H]1c1cccc(F)c1 | -34 | 25
CCCS(=O)(=O)N1CCN(C2Cc3ccccc3C2)CC1 | -11 | 5
COc1ccc(OC)c(N(CC(=O)NCc2ccncc2)S(C)(=O)=O)c1 | -6 | -5

Other structures.
SMILES | OX1R antag-2 | OX1R antag-1
Cc1ccc(C)n1-c1ccc(N2CCOCC2)c([N+](=O)[O-])c1 | -4 | 9
CCc1sc(N(C(=O)Cc2ccccc2)c2ccccc2)nc1-c1ccccc1 | -3 | 4
Cc1cccc2cc(/C=N/NC(=O)c3ccccc3O)c(Cl)nc12 | -25 | 20
Cn1c(=O)[nH]c(=O)c2c1nc(N1CCOCC1)n2CCSc1nnnn1-c1ccccc1 | 1 | 7
O=C1N[C@@H](c2ccccc2)COC(=O)[C@H](Cc2ccc(F)cc2)CC/C=C/C[C@@H]1CC(=O)N(CCO)Cc1ccccc1 | 4 | 8
Nc1c(C(=O)NC23CC4CC(CC(C4)C2)C3)sc2nc3c(c(C(F)(F)F)c12)CCC3 | -16 | 3
CCOc1ccc(C(=O)OCC(=O)Nc2cc(C)on2)cc1OCC | -16 | 20
CC(CN(C)Cc1nc(Cc2cccc(C(F)(F)F)c2)no1)CN1CCCC1 (configuration not stated) | -27 | 13
CC(C)(C)c1nc2ccccc2[nH]1 | -5 | 10
CN1CCN(c2nc(Nc3ccc(F)cc3)nc(Nc3ccc(F)cc3)n2)CC1 | -26 | 0
CCc1nn(C(CC)C(=O)NCc2cccc(OC)c2OC)c(=O)c2cc3occc3n12 (configuration not stated) | -42 | 3
NC(=O)c1nn(CC(=O)Nc2ccc3c(c2)OCO3)cc1[N+](=O)[O-] | -9 | 9

The list continues.
SMILES | OX1R antag-2 | OX1R antag-1
O=C1NC(=Nc2ccccc2)SC1(CO)CO | 5 | 5
O=C(COC(=O)c1cc[n+]([O-])cc1)Nc1cc([N+](=O)[O-])ccc1Cl | -10 | 57*
CC1CN(C(=O)COC(=O)Cc2c(Cl)cccc2Cl)CC(C)O1 (configuration not stated) | -7 | 5
COCCSc1nnc(NC(=O)COC)s1 | 7 | 5
C=C(C)CN(CC)C(=O)CC1C(=O)NCCN1C (configuration not stated) | -11 | 25
CC(=O)Nc1ccc(NC(=O)c2ccccc2CCc2ccccc2)cc1 | -14 | 16
COc1ccccc1NC(=O)CCC(=O)OCc1ccc(Br)cc1 | -11 | 23
CCNS(=O)(=O)c1ccc(NC(=O)c2ccccc2)cc1 | 1 | 9
COc1ccc(C2/C=C\CN(CC(C)C)CC(=O)N2Cc2cccc(F)c2)cc1 (configuration not stated) | -14 | 13
C[C@@H](C(=O)Nc1ccc(SC(F)F)cc1)N1C(=O)C2CCCCC2C1=O (some centres not stated) | -14 | 10
FC(F)(F)c1ccc(Cl)c(NC(=S)N/N=C/c2ccccc2C(F)(F)F)c1 | -3 | 12
Cc1ccc2[nH]c3c(c2c1)CNCC3 | 5 | 6

New compounds follow:
SMILES | OX1R antag-2 | OX1R antag-1
O=C(O)Cn1cc(F)c(=O)[nH]c1=O | 6 | 5
CCOc1cc(C(=O)O)ccc1OCCOc1ccccc1 | -12 | 19
C=CCN1C(=O)C2C(C(=O)NC3CCCCC3)C3C=CC2(O3)C1C(=O)NC1CCCC1 (configuration not stated) | -9 | 20
CC(=O)Nc1nc(-c2ccc3c(c2)CCN3S(C)(=O)=O)cs1 | -2 | 9
N#C/C(=C(/O)c1cccs1)c1nc2ccccc2[nH]1 | -12 | 29
CCOC(=O)c1c(C)[nH]c(C(=O)Nc2ccc(NC(C)=O)cc2)c1C | -21 | 7
COc1ccc(NC(=O)CSc2nc(=O)n(CCN(C)C)c3c2CCCC3)cc1OC | -36 | 3

Screening results deposited in PubChem BioAssay by The Scripps Research Institute Molecular Screening Center.
